Assay outcomes deposited in PubChem BioAssay by several laboratories.
Myeloid diff 2: compounds promoting myeloid differentiation | ER-HoxA9 myeloid progenitors, lysozyme-GFP differentiation, flow cytometry | calls only at 10 µM | hit rate 1% among 360,000 | AID 624256;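 active means normalized GFP-positive differentiation at or above the plate's own cutoff, the solvent-only control mean plus 3 SD; inconclusive means no clear call, values can overlap the other calls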;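 further: cells exposed to compound for four days before flow analysis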
Lipid droplet: hepatic lipid droplet formation modulation; AID 1656; inhibition, % at 6.5 µM; AML12 mouse hepatocytes, oleate lipid droplets, BODIPY imaging; hit rate 0.4% among 240,000;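 active means lipid droplet intensity inhibited by at least 50%, with more than 500 cells counted; inconclusive means wells with under 300 cells, treated as cytotoxic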
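System: AML12 hepatocytes (mouse). Probe or stimulus: oleic acid at 100 µM to induce lipid droplet formation. Times: overnight treatment with compound plus oleate. Detection: Image-based BODIPY and DAPI two-channel analysis. Evaluation: percent inhibition of filter-corrected integrated lipid droplet intensity per well.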
K1F lysis inhibition: inhibition of K1F phage lysis, E. coli UTI89, bacterial capsule biogenesis inhibitors, alamar blue (AID 488966); inhibition, % at 100 µM; hits with a dose series show IC50 in µM; E. coli UTI89 K1F phage lysis, alamar blue, 2 h; higher % means a stronger effect; hit rate 0.02% among 340,000;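 active means phage lysis inhibition, versus mean bacterial control, above a set limit; inconclusive means no clear call, values can overlap the other calls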;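 further: capsule biogenesis inhibitors block K1F phage lysis so surviving cells raise fluorescence; higher fluorescence means more inhibition of phage lysis; actives were called in the ten point dose series up to 300 µM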
Lipid droplet cells 6.5 µM: recorded beside Lipid droplet, whose call it bears; cell count; measured here: cell count, cytotoxicity flag;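 cells counted across two imaged fields per well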
Myeloid diff 2 GFP+ MAC1+ %: recorded beside Myeloid diff 2, whose call it bears; GFP+ MAC1+ double positive, %; measured here: differentiation confirmed by MAC1 staining
Starred values were filed as active, the others as inactive; i = inactive; ? = inconclusive; . = no result given; & = joins results of further samples; [ ] = remark or other dose.

SMILES | Myeloid diff 2 | Myeloid diff 2 GFP+ MAC1+ % | Lipid droplet | Lipid droplet cells 6.5 µM | K1F lysis inhibition
CCOC(=O)C1(CCOc2ccccc2)CCN(Cc2cc(OC)c(O)c(OC)c2)CC1 | i | 0.1 | -11 | 787 | 0.0%
Cn1ncc(Br)c1NC(=O)Nc1ccc(Cl)cc1 | i | 0.1 | -19 | 725 | 0.2%
O=C(Nc1ccc(C(=O)N2CCOCC2)cc1)c1ccccc1[N+](=O)[O-] | i | 0.9 | 9 | 700 | 0.1%
Cn1cnc2c1c(=O)n(Cc1ccccc1C#N)c(=O)n2C | i | 0.3 | -9 | 849 | -0.1%
COc1ccc(NC(=O)c2c(N)cnn2C)cc1 | i | 0.4 | 8 | 789 | 0.3%
CC(C)(C)c1nn(-c2ccccc2)c2[nH]c(=O)c(C=O)cc12 | i | 0.2 | -2 | 779 | 1.2%
COc1cccc2cc(C(=O)Nc3cc(C)cc(C)c3)/c(=N/NS(=O)(=O)c3ccccc3)oc12 | i | 2.6 | 22 | 764 | 0.3%
Cc1cccc(N(CC(=O)NC2CCCCC2)C(=O)CCCC(=O)Nc2ccccn2)c1C | i | 0.8 | -27 | 805 | -0.6%
O=S(=O)(NCc1cccnc1)c1ccc2ccccc2c1 | i | 0.7 | -2 | 803 | 0.1%
COc1ccc(OC)c(C(=O)NC(CC(N)=O)c2ccc(NCCN3CCCCC3)c([N+](=O)[O-])c2)c1 (stereo unspecified) | i | 1.3 | 8 | 786 | -1.2%
CCOC(=O)N1CCN(C(=O)CCn2c(=S)[nH]c3ccccc3c2=O)CC1 | i | 3.9 | -30 | 717 | 0.5%
CC(=O)c1c(C)n(CCc2ccc(Cl)cc2)c2ccc(O)cc12 | i | 0.4 | -3 | 817 | 0.7%
O=C(CN(Cc1ccc(Cl)cc1)C(=O)c1csnn1)NCc1ccc(F)cc1 | i | 1.0 | -8 | 839 | -0.2%
CC(NC(=O)c1ccccc1[N+](=O)[O-])C1CC2CCC1C2 (stereo unspecified) | i | 0.7 | -1 | 816 | -0.2%
COc1ccc(OCC(O)Cn2c(N3CCCCC3)nc3c2c(=O)[nH]c(=O)n3C)cc1 (stereo unspecified) | i | 1.4 | -2 | 806 | -0.1%
COc1ccc(C(=O)N/N=C/c2c[nH]c3ccccc23)cc1 | i | 0.5 | -45 | 796 | -1.9%
COC(=O)c1ccc(-c2csc(NC(=O)C3=COCCO3)n2)cc1 | i | 0.4 | -6 | 692 | -0.3%
Cc1ccc(NC(=O)C(=O)c2ccc(C)cc2)cc1 | i | 1.1 | 4 | 829 | 0.5%
Cc1ccc(Sc2c([N+](=O)[O-])c(=O)n(C)c3ccccc23)cc1 | i | 0.3 | 4 | 820 | 0.4%
O=C(CCC(=O)Nc1ccccc1Cl)NNC(=O)Nc1cccc([N+](=O)[O-])c1 | i | 0.5 | 2 | 879 | 1.1%[50 µM]
Cc1ccc(NC(=O)CSc2nc3c(c(=O)[nH]2)CCC3)c(C)c1 | i | 1.0 | -7 | 638 | 0.3%
CCc1nnc(NC(=O)c2ccc(Br)c(S(=O)(=O)N3CCOCC3)c2)s1 | i | 0.9 | 24 | 804 | -0.1%
COc1ccc(/C=C2\SC(=S)N(CCC(=O)NCCCn3ccnc3)C2=O)cc1 | i | 0.0 | 1 | 730 | 1.5%
COc1ccc(Cl)cc1NS(=O)(=O)c1cccc(C(=O)NCC2CCCO2)c1 (stereo unspecified) | i | 4.5 | 6 | 853 | 0.5%[50 µM]
CC(=O)Nc1ccc(S(=O)(=O)N(C)CC(=O)OC(C)C(=O)NC2CCCC2)cc1 (stereo unspecified) | i | 0.7 | -23 | 674 | 0.8%
COC(=O)c1ccc(CNC(=O)C23CC4CC(CC(C4)C2)C3)cc1 | i | 0.5 | -11 | 764 | 0.0%
Cc1cc(C)nc(CCNC(=O)c2cc(COc3c(C)cccc3C)on2)n1 | i | 0.8 | -4 | 680 | 0.4%
CCOCCCN(C)C1CCN(C(=O)c2oc3ccccc3c2NC(=O)Cc2cccc([N+](=O)[O-])c2)CC1 | i | 0.0 | -20 | 693 | 0.3%
Cc1ccc(NC(=O)c2cccc(NC3=NC4CS(=O)(=O)CC4S3)c2)cc1C (stereo unspecified) | i | 0.7 | -7 | 722 | 2.6%
O=C(NC1CCN(C(=O)Nc2cccc(Cl)c2)CC1)c1ccco1 | i | 0.8 | 0 | 804 | -0.1%

Compounds shown so far containing bromine:
SMILES | Myeloid diff 2 | Myeloid diff 2 GFP+ MAC1+ % | Lipid droplet | Lipid droplet cells 6.5 µM | K1F lysis inhibition
Cn1ncc(Br)c1NC(=O)Nc1ccc(Cl)cc1 | i | 0.1 | -19 | 725 | 0.2%
CCc1nnc(NC(=O)c2ccc(Br)c(S(=O)(=O)N3CCOCC3)c2)s1 | i | 0.9 | 24 | 804 | -0.1%

Additional records.
SMILES | Myeloid diff 2 | Myeloid diff 2 GFP+ MAC1+ % | Lipid droplet | Lipid droplet cells 6.5 µM | K1F lysis inhibition
Cc1cccc(NS(=O)(=O)c2ccc3c(c2)CCC(=O)N3)c1 | i | 0.3&0.7 | -3 | 824 | 0.4%
COc1ccc(NC(=O)CS(=O)(=O)c2cn(CC(=O)N3CCCC3)c3ccccc23)c(OC)c1 | i | 0.7 | 10 | 848 | 2.6%
COc1ccccc1NC(=O)CSc1nnc(C2CCCCC2)n1N | i | 8.9 | 1 | 794 | 0.2%
CCCCc1nc(N2CCN(C(=O)c3ccco3)CC2)c(C#N)c2c1CCCC2 | i | 4.6 | 1 | 747 | -0.1%
CC(NC(=O)c1cc([N+](=O)[O-])cc([N+](=O)[O-])c1)C1CC2CCC1C2 (stereo unspecified) | i | 1.5 | -3 | 745 | -0.5%
CCOC(=O)C1(Cc2cccc(Cl)c2)CCCN(C(=O)c2cc(CC)on2)C1 (stereo unspecified) | i | 1.0 | 5 | 708 | 1.0%[50 µM]
CC(=O)Nc1ccc(NC(=S)NC(=O)/C=C/c2ccco2)cc1 | i | 0.9 | 9 | 807 | -0.7%
CCCCNC(=O)C1CCC(=O)N1CCc1ccccc1 (stereo unspecified) | i | 0.5 | -4 | 402 | 0.3%
CCc1ccccc1N(CC(=O)NCC1CCCO1)C(=O)CCC(=O)Nc1cc(C)on1 (stereo unspecified) | i | 0.5 | 33 | 821 | 0.0%
CC(C)n1c(NCc2ccccc2O)nc2ccccc21 | i | 0.2 | -6 | 762 | 1.6%
CCc1c(C)c2ccc(O)c(CN3CCCC3)c2oc1=O | i | 0.2 | -11 | 812 | -0.2%[50 µM]
Cc1nn(C)c(Cl)c1CN1CCC(n2nccc2NC(=O)C2CCCC2)CC1 | i | 0.4 | -14 | 679 | 0.0%
Cn1nc(C(=O)NC2CCCCC2)c2c1-c1ccccc1S(=O)(=O)C2 | i | 2.5 | 11 | 753 | 0.6%
COc1ccc(NC(=O)CSCc2ccc(C#N)cc2)c(OC)c1 | i | 1.2 | 3 | 808 | 1.5%
CCCn1c(=S)[nH]c2sc3c(c2c1=O)CCCC3 | i | 0.4 | 0 | 832 | -0.4%
O=C(Nc1cccc(Cl)c1)C1C2C=CC3(O2)C1C(=O)N(CCN1CCCCC1)C3C(=O)NC1CCCCC1 (stereo unspecified) | i | 1.8 | -14 | 754 | 0.2%
C=CCn1c(COc2ccccc2)nc2ccccc21 | i | 0.7 | -14 | 808 | 0.3%
COc1cccc2c1cc1c(=O)n(CC(=O)N3CCC(C)CC3)nc(C)n12 | i | 0.3 | -3 | 701 | 0.1%
O=C(NCCOc1ccc(F)cc1)C1CCC(=O)N(CCN2CCOCC2)C1 (stereo unspecified) | i | 1.5 | 6 | 628 | 0.3%[50 µM]
Cc1ccc(S(=O)(=O)CC(=O)Nc2nnc(C)s2)cc1 | i | 1.6 | -3 | 735 | 1.8%
Cc1ccc(-c2nc(SCC(=O)N(C)c3c(N)n(Cc4ccccc4)c(=O)[nH]c3=O)n[nH]2)cc1 | i | 0.5 | 1 | 812 | 1.1%[50 µM]
CCc1nnc2c(NCCc3ccc(OC)c(OC)c3)nc3ccccc3n12 | i | 0.1 | -2 | 812 | 0.1%
O=C(C1=C(O)C(=O)N(CCCn2ccnc2)C1c1ccccc1)c1ccco1 (stereo unspecified) | i | 0.0 | 1 | 861 | 1.8%[50 µM]
CNC[C@H](Cc1ccccc1)NC[C@@H](Cc1cccc2ccccc12)NCCc1ccc(C)cc1 | ? | . | 18 | 804 | -3.8%
COc1ccc(CN(C(=O)c2cc(=O)c3ccccc3o2)C2CCS(=O)(=O)C2)cc1OC (stereo unspecified) | i | 1.2 | 2 | 747 | 0.2%
Cc1cc(C)nc(SCC(=O)c2ccc(O)c(O)c2)n1 | i | 2.8 | -1 | 647 | -4.8%
CCOc1ccccc1NC(=O)CCNS(=O)(=O)c1cccc2nsnc12 | i | 0.4 | 39 | 825 | 0.4%
CCOC(=O)c1c(C)[nH]c(C)c1S(=O)(=O)NC(C)Cc1ccco1 (stereo unspecified) | i | 0.0 | -2 | 647 | 0.1%
COc1ccc(NS(=O)(=O)c2c(C)[nH]c(C)c2C(=O)N2CCCCC2)cc1Cl | i | 5.1 | -14 | 723 | 0.5%
Cc1ccc(-c2cn(C[C@H]3CC[C@@H]([C@@H]4CC[C@H](Cn5cc(-c6ccc(C)cc6)nn5)O4)O3)nn2)cc1 | i | 1.3 | -5 | 794 | 0.7%

A stretch of the results above:
SMILES | Myeloid diff 2 | Myeloid diff 2 GFP+ MAC1+ % | Lipid droplet | Lipid droplet cells 6.5 µM | K1F lysis inhibition
CCOc1ccccc1NC(=O)CCNS(=O)(=O)c1cccc2nsnc12 | i | 0.4 | 39 | 825 | 0.4%
CCOC(=O)c1c(C)[nH]c(C)c1S(=O)(=O)NC(C)Cc1ccco1 (stereo unspecified) | i | 0.0 | -2 | 647 | 0.1%
COc1ccc(NS(=O)(=O)c2c(C)[nH]c(C)c2C(=O)N2CCCCC2)cc1Cl | i | 5.1 | -14 | 723 | 0.5%
Cc1ccc(-c2cn(C[C@H]3CC[C@@H]([C@@H]4CC[C@H](Cn5cc(-c6ccc(C)cc6)nn5)O4)O3)nn2)cc1 | i | 1.3 | -5 | 794 | 0.7%

Going on with the list.
SMILES | Myeloid diff 2 | Myeloid diff 2 GFP+ MAC1+ % | Lipid droplet | Lipid droplet cells 6.5 µM | K1F lysis inhibition
CCc1c(C)nc2nc(SCc3ccccc3)[nH]n2c1=O | i | 0.8 | 4 | 844 | 2.2%
COC(=O)c1ccc(OCc2nn[nH]n2)cc1 | i | 0.2 | 27 | 919 | 2.1%
COc1cccc(N2CCN(Cc3ccco3)CC2)c1 | i | 0.6 | -5 | 803 | -1.6%
FC(F)Oc1ccc(C2N=C(c3ccccc3)NO2)cc1 (stereo unspecified) | i | 0.6 | 24 | 737 | -1.0%
CCOc1cc(C(=O)N2CCC(CC3CC(c4cccc(Br)c4)=NO3)(C(=O)NCC3CCCCC3)CC2)cc(OCC)c1OCC (stereo unspecified) | i | 2.8 | 4 | 764 | 0.5%
CCC(C)NC(=O)C1CCC(CNS(=O)(=O)c2ccc3c(c2)N(C(C)=O)CCO3)CC1 (stereo unspecified) | i | 0.7 | -4 | 626 | 0.0%
COc1ccc(NC(=O)CSc2nc3c(sc4ccccc43)c(=O)n2CCCN2CCCC2)cc1 | i | 0.7 | -26 | 665 | -0.1%
Cc1ccc2oc(C(=O)N(Cc3ccc(N(C)C)cc3)CC3CCCO3)c(C)c2c1 (stereo unspecified) | ? | . | -24 | 743 | 0.2%
CC(C)OC(=O)CSc1nc(N2CCOCC2)c2c(c1C#N)CC(C)(C)OC2 | i | 0.1 | -9 | 698 | 0.0%
COc1ccc2c(c1)c(=O)oc1c(C)c(OC(C)C(=O)N[C@@H](Cc3c[nH]c4ccc(O)cc34)C(=O)O)ccc12 (stereo partly specified) | i | 3.0 | -3 | 839 | 1.6%
COc1ccc(C2N(C(C)=O)CCCN2S(=O)(=O)c2ccc(C)cc2)cc1 (stereo unspecified) | i | 0.3 | -15 | 806 | 0.2%
CCOc1ccc(S(=O)(=O)NCCC(=O)NCC(c2cccs2)N2CCOCC2)cc1 (stereo unspecified) | i | 4.1 | 12 | 851 | 0.0%
CCCCCCCN1CCC(=O)N([C@H](CO)c2ccccc2)CC1 | i | 2.7 | 0 | 767 | -0.1%
CC1CCCCN1C(=O)C1COc2ccccc2O1 (stereo unspecified) | i | 2.6 | -2 | 750 | 0.6%
CC(=O)N1CCN(c2ccccc2NC(=O)c2ccc3ccccc3c2)CC1 | i | 0.4 | -11 | 832 | -0.3%
CS(=O)(=O)N(CC(=O)NCCSCc1ccccc1)c1ccccc1Br | i | 0.5 | 1 | 848 | -0.3%

Taken from above:
Entry of `CCOc1ccc(S(=O)(=O)NCCC(=O)NCC(c2cccs2)N2CCOCC2)cc1` (stereo unspecified) in Lipid droplet: 12
Entry of `CCOc1cc(C(=O)N2CCC(CC3CC(c4cccc(Br)c4)=NO3)(C(=O)NCC3CCCCC3)CC2)cc(OCC)c1OCC` (stereo unspecified) in Lipid droplet cells 6.5 µM: 764

An excerpt; the hit share may differ from the screen's.
